rCAG binder: binds r(CAG) RNA repeats; r(CAG) RNA repeat, TO-PRO-1 dye displacement fluorescence; inhibition, % at 3 µM; hit rate 1.3% among 370,000; AID 651821;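 active means inhibition above the plate cutoff, the mean of all test compounds on that plate plus 3 SD, cut at about 35% in these data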;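 further: 0% = DMSO alone and 100% = 100 µM mitoxantrone as full dye displacement; higher means more dye released from RNA so lower well fluorescence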
PRMT1 inh: blocks human protein arginine methyltransferase 1. AID 652257. hit rate 1.3% among 370,000. Q99873. recombinant PRMT1, activity-based probe fluorescence polarization. inhibition, % at 2.79 µM;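 active means inhibition above about 21% made by adding two undisclosed values, limit read from the data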
Target sequence (Q99873 whole entry, looked up): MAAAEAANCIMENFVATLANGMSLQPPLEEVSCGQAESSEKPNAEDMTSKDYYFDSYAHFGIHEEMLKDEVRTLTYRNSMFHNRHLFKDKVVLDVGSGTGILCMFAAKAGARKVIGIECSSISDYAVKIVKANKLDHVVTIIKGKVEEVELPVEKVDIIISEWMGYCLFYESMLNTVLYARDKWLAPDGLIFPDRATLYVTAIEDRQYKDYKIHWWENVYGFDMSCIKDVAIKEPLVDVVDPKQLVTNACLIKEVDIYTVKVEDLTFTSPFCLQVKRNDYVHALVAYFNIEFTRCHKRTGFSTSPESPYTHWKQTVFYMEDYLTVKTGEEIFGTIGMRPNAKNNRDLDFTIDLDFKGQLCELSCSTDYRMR
TCR-CD3 inh: blocks the human TCR-CD3 interaction. TAMRA-labeled TCR probe fluorescence, biochemical. inhibition, % at 9.4 µM. hit rate 0.37% among 360,000. AID 651800; in the data active means inhibition above about 19%;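 further: recombinant mutant TCR 2C K166C tagged with TAMRA read by polarization; 0% = receptor in buffer alone and 100% = receptor with positive control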
SIAE primary: human SIAE inhibition, primary screen | Q9HAT2 | SIAE FP-Rh probe binding, fluorescence polarization | inhibition, % at 9.66 µM | hit rate 0.69% among 370,000;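 active means inhibition above a cutoff: mean of compounds within the control limits plus 3 SD of those, cut at about 17% in these data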;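 further: 0% = plate median of compound wells and 100% = probe without SIAE protein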
TDP2 absorb: blocks human TDP2 phosphodiesterase activity; inhibition, % at 12.8 µM; O95551; hit rate 0.34% among 370,000; recombinant TDP2, T5PNP hydrolysis, p-nitrophenol absorbance 415 nm;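 active means inhibition above the mean of all tested compounds plus 3 SD, set per campaign, cut at about 25% in these data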;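 further: 0% = DMSO with enzyme and 100% = buffer with substrate but no TDP2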
Target sequence (O95551 whole entry, looked up): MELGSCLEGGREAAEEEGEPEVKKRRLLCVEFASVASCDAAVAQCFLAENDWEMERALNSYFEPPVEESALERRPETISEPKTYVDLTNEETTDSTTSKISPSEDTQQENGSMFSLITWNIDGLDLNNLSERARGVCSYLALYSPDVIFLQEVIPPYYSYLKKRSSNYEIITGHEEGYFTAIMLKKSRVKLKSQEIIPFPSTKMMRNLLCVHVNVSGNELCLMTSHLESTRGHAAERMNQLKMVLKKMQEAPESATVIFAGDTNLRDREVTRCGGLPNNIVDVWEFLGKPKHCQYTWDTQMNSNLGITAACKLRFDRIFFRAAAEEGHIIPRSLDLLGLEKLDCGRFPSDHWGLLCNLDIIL
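Test system: Human TDP2 enzyme | Reagent: 5 mM T5PNP | Compound dosing: 12.8 µM single point, 1% DMSO | Incubation: Enzyme reaction with compound for 2 h at 37 °C | Technique: p-Nitrophenol epi absorbance | Read-out: % inhibition relative to enzyme-containing and enzyme-free wells | Benchmarks: High control without enzyme, low control DMSO plus TDP2 | Replicates: Singlicate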
LEDGF integ inh: blocks HIV-1 LEDGF/p75-dependent DNA integration; TR-FRET IN-LEDGF/p75 DNA integration, Eu/Cy5; inhibition, % at 3.7 µM; hit rate 0.64% among 370,000; AID 743269;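 active means inhibition above the screen-wide mean plus 3 SD, cut at about 13% in these data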;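 further: signal is the Cy5 over europium emission ratio at 671 and 618 nm; 0% = plate median of compound wells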
PG9 binder: binds the HIV-1 gp120 antibody PG9; inhibition, % at 6.7 µM; hit rate 0.43% among 360,000; AID 624416; TR-FRET gp120-PG9 antibody binding; in the data active means inhibition above about 8.5%
NR1D1 modulator: modulators of human Rev-erb alpha DNA binding; Rev-erbα–FITC-DNA binding, fluorescence polarization, 90 min; activity, % at 10 µM; hit rate 0.79% among 370,000; AID 1259318;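 active means activity above about 14%, limit read from the data; passing the limit was not always enough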;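 further: 0% = DMSO wells with 35 nM protein and 100% = DMSO wells with 750 nM protein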
HTRA1 inh: blocks human HTRA1 serine peptidase; Q92743; recombinant HTRA1, FP-rhodamine activity-based probe, fluorescence polarization; inhibition, % at 5.96 µM; hit rate 0.5% among 340,000; in the data active means inhibition above about 36%;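 further: 0% = enzyme with DMSO and 100% = wells lacking enzyme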
mABHD4 FP: inhibits mouse alpha/beta hydrolase domain 4. Q8VD66. purified mABHD4, FP-Rh probe fluorescence polarization. inhibition, % at 8.92 µM. hit rate 0.54% among 370,000;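 active means inhibition exceeding the mean over every tested compound plus 3 SD, cut at about 30% in these data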;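 further: 0% = plate median of compound wells and 100% = S159A mutant with DMSO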
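Material: mouse ABHD4 enzyme, wild type; Benchmarks: S159A mutant high control, sample median low control; Buffer or medium: HEPES pH 7.0, NaCl, Pluronic buffer; Signal: fluorescence polarization; Read-out: percent inhibition of probe binding, normalized to plate controls; Timing: pre-incubation 45 min, probe exposure 60 min, at 25 °C; Dosing: 8.92 µM, single dose.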
Active calls of the source: *; . = not tested or not shown. This is a subset. The share of hits here may be higher or lower than overall.

SMILES	rCAG binder	PRMT1 inh	TCR-CD3 inh	SIAE primary	TDP2 absorb	LEDGF integ inh	PG9 binder	NR1D1 modulator	HTRA1 inh	mABHD4 FP
CCOc1ccc(NC(=O)C(=O)NCCN2CCN(C(=O)c3ccc(C)cc3)CC2)cc1	-8	3	-2	-3	-9	-5	-0.9	2	-1	6
Cc1csc(=O)n1CCC(=O)OCC(=O)NNC(=O)c1ccc(Cl)cc1	7	16	2	2	-5	-2	-0.1	-4	-1	5
CCc1nnc(N/N=C/c2cc(Br)c(O)cc2O)n1N	2	6	0	9	37*	50*	-14	6	20	13
O=C(CCCOc1ccc(Cl)cc1Cl)N1CCc2ccccc2C1	-3	1	-1	-6	4	0	0.4	5	-21	-8
CC1(C(=O)NS(=O)(=O)Cc2cccc(Cl)c2)CCN1C(=O)c1cccc(F)c1 (stereo unspecified)	8	-2	1	-5	8	3	0.5	-6	.	-4
CC(C)(C)C(=O)NNc1nc(-c2ccccc2)c2cc(Br)ccc2n1	-6	-4	1	1	-5	5	-1.0	-4	-1	-13
Cc1cccc(NC(=O)[C@@H]2CCCN2S(=O)(=O)c2ccc(Cl)cc2)c1	0	0	1	-7	-21	5	-3.4	2	-4	-2
Cc1cc(/C=N/NC(=O)c2nn(C)cc2Cl)c(C)n1-c1cccc(Br)c1	-3	-2	-2	0	-21	-1	-2.5	6	-4	4
CCOc1ncccc1C(=O)Nc1nnc(C2CC2)s1	-4	1	-2	1	6	-4	-0.1	-2	-8	1
CC(=O)Nc1ccc(S(=O)(=O)N(C)CC(=O)OCCOc2cccc(C)c2)cc1	-6	2	4	0	3	-1	-0.8	2	-6	-1
O=C(NCc1cccs1)C1CCCN1C(=O)Nc1ccccc1[N+](=O)[O-] (stereo unspecified)	-4	-1	2	-6	-2	1	1.5	1	3	1
Cc1ccccc1CCNC(=O)Cn1nc(C)c2c(C)n(-c3ccccc3)nc2c1=O	10	5	-4	-4	3	-2	2.7	-4	5	-9

3 of these compounds, set out differently.
structure | rCAG binder | PRMT1 inh | TCR-CD3 inh | SIAE primary | TDP2 absorb | LEDGF integ inh | PG9 binder | NR1D1 modulator | HTRA1 inh | mABHD4 FP
O=C(CCCOc1ccc(Cl)cc1Cl)N1CCc2ccccc2C1 | -3 | 1 | -1 | -6 | 4 | 0 | 0.4 | 5 | -21 | -8
CC1(C(=O)NS(=O)(=O)Cc2cccc(Cl)c2)CCN1C(=O)c1cccc(F)c1 (stereo unspecified) | 8 | -2 | 1 | -5 | 8 | 3 | 0.5 | -6 | . | -4
CC(C)(C)C(=O)NNc1nc(-c2ccccc2)c2cc(Br)ccc2n1 | -6 | -4 | 1 | 1 | -5 | 5 | -1.0 | -4 | -1 | -13

The main list resumes, repeating the 5 entries before the break.
SMILES	rCAG binder	PRMT1 inh	TCR-CD3 inh	SIAE primary	TDP2 absorb	LEDGF integ inh	PG9 binder	NR1D1 modulator	HTRA1 inh	mABHD4 FP
Cc1cc(/C=N/NC(=O)c2nn(C)cc2Cl)c(C)n1-c1cccc(Br)c1	-3	-2	-2	0	-21	-1	-2.5	6	-4	4
CCOc1ncccc1C(=O)Nc1nnc(C2CC2)s1	-4	1	-2	1	6	-4	-0.1	-2	-8	1
CC(=O)Nc1ccc(S(=O)(=O)N(C)CC(=O)OCCOc2cccc(C)c2)cc1	-6	2	4	0	3	-1	-0.8	2	-6	-1
O=C(NCc1cccs1)C1CCCN1C(=O)Nc1ccccc1[N+](=O)[O-] (stereo unspecified)	-4	-1	2	-6	-2	1	1.5	1	3	1
Cc1ccccc1CCNC(=O)Cn1nc(C)c2c(C)n(-c3ccccc3)nc2c1=O	10	5	-4	-4	3	-2	2.7	-4	5	-9
CC1(C#N)c2ccccc2C(Br)=CN1C(=O)c1ccccc1 (stereo unspecified)	2	1	0	-3	3	0	-0.2	1	-17	-5
O=C(C1CCCC1)N1CCCC(Nc2ccc(F)cc2)C1 (stereo unspecified)	-4	1	12	2	7	-1	-1.5	-3	-1	7
Cc1ccc(C(=O)CSC2=C(C#N)C(c3ccco3)CC(=O)N2)c(C)c1 (stereo unspecified)	6	8	0	0	-11	1	-2.0	-3	-1	13
COCC(=O)N1CCC(Oc2ccc(C(=O)N3CCN(C)C[C@@H]3C(C)C)cc2)CC1	-5	2	-1	6	-7	-2	0.1	-6	3	5
Oc1cc(-c2cccnc2)cc2cccnc12	-1	-1	4	4	1	-2	-2.0	1	8	20
Cn1c(=O)c2cc(NC(=O)Nc3ccccc3)ccc2n1Cc1ccccc1	6	3	-9	7	0	-1	0.5	5	.	10
COC(=O)Nc1ccc(S(=O)(=O)Nc2ccc(C(=O)O)cc2)cc1	2	1	1	11	-1	-5	-1.0	-8	9	-3
CCOCc1nc(N)[nH]c(=O)c1Cc1ccc(OC(C)C)cc1	2	0	2	4	-2	1	-1.2	-4	-3	2
COc1ccccc1C(=O)C(=O)c1ccccc1OC	1	-1	8	4	2	-3	-0.7	2	-2	-6
Cn1ncc(Cl)c1C(=O)Nc1ccc2c(c1)OCO2	-2	1	3	1	-4	0	-1.6	-2	2	1
CCCCCCCC1(C)NC(=O)N(c2ccccc2)N1 (stereo unspecified)	-8	0	2	12	5	-2	0.0	-1	-11	3
CCn1cc([N+](=O)[O-])c(C(=O)N2N=C(c3ccc(Cl)c(Cl)c3)CC2c2ccccc2O)n1 (stereo unspecified)	12	2	-4	-37	0	-1	0.6	7	-96	-49
C/C(=C\C(=O)c1ccc(Br)cc1)N1CCCCC1	6	1	5	5	4	-1	0.9	0	-4	5
c1csc(-c2nn3c(C4CCCCC4)nnc3s2)c1	-2	6	-7	-2	-6	-7	0.7	2	-2	3
Oc1cccc2c(NC(=S)Nc3ccc(OC(F)F)cc3)cccc12	10	8	-3	14	4	3	-5.8	0	16	34*
CC(C)(C)c1ccc(S(=O)(=O)NC(=O)C2(C)CCN2C(=O)C2CC2)cc1 (stereo unspecified)	4	1	1	-3	0	-3	-1.3	2	.	9
CN(CC(=O)Nc1ccc(Cl)cc1)C(=O)Cn1[nH]c(=O)c2ccccc2c1=O	2	-1	0	-7	-32	0	-1.4	-5	-8	-8
O=C(COc1ccccc1[N+](=O)[O-])N1CCN(C(=O)c2ccco2)CC1	-2	-4	-2	-4	11	5	-1.9	-7	8	-3
CCOc1ccc(C(c2c(C)[nH][nH]c2=O)c2c(C)[nH][nH]c2=O)cc1OC	-1	0	0	1	0	-1	-0.5	-1	0	4
Cn1c(SCc2cc(=O)[nH]c3ccccc23)nnc1-c1ccc(Br)cc1	1	1	2	-2	-5	2	-3.5	-1	-5	-1
O=C(COC(=O)/C=C/c1ccc(Cl)cc1Cl)Nc1cccc(S(=O)(=O)NC2=NCCC2)c1	7	0	-1	-2	10	-1	0.7	-7	-8	-6
Cc1cc([N+](=O)[O-])nn1CC(=O)N/N=C/c1ccccc1O	1	3	-7	0	-16	-9	-1.1	-5	-4	-3
CCOC(=O)c1ccc(NC(=O)CNS(=O)(=O)c2ccccc2)cc1	-2	0	-5	2	-14	1	-1.8	1	1	-4
COCCN(C(=O)CSCc1ccccc1)c1c(N)n(Cc2ccccc2)c(=O)[nH]c1=O	-4	-4	8	1	-7	1	0.6	-7	5	-3
COc1ccccc1C1=NOC(COC(=O)c2ccc(Br)cc2)C1 (stereo unspecified)	-2	1	3	-1	1	2	-2.1	1	-15	-11
N/C(=N\OC(=O)CCCOc1ccc(Cl)cc1Cl)c1ccccn1	-5	5	-9	-3	-1	-4	2.0	0	-6	-33
COc1ccc(OC)c(-c2csc(N(C)C(=O)c3ccco3)n2)c1	-1	0	4	-5	-7	-5	-4.7	-10	-22	18
COC(=O)c1ccc2nc(-c3ccc(C)cc3)c(CC(C)(C)C)n2c1	0	-2	9	-1	-5	4	0.9	5	.	-8
Cc1nn(-c2ccccc2)c(C)c1CN	-1	-5	1	-7	-4	-3	-3.9	3	5	-4
Fc1ccc(CN2CCN(c3ncccn3)CC2)c(F)c1	-6	1	3	11	0	6	-2.1	-1	-2	9
COc1ccc(C(=O)COC(=O)CSCc2c(C)noc2C)cc1OC	-4	4	-3	1	6	-3	-1.3	0	1	3
Cc1ccc(S(=O)(=O)Nc2ccc(S(=O)(=O)Nc3ncccn3)cc2)cc1	1	-1	0	-8	7	0	1.6	-3	-7	-4
O=C(NCc1ccc(OC(F)(F)F)cc1)C1CC(c2cccc(F)c2)=NO1 (stereo unspecified)	-8	1	-5	-3	3	0	-0.2	-6	-6	5
O=C(Cc1ccc(Br)cc1)N/N=C/c1ccc(-c2cccc(C(=O)O)c2)o1	31	3	11	0	2	0	-2.9	-4	-5	3
O=C(CN1C(=O)NC2(CCCCC2)C1=O)Nc1ccc(N2CCCCC2)cc1	1	5	-3	3	-7	-2	-1.3	-1	4	2
O=C1CSC(c2cccc([N+](=O)[O-])c2)N1Cc1ccccc1 (stereo unspecified)	-4	-2	-3	0	-1	2	-1.7	0	0	1
N#Cc1ccccc1C[C@H](N)C(=O)NC[C@H]1O[C@@H](n2ccc(N)nc2=O)[C@H](O)[C@@H]1O	1	1	2	4	3	4	-0.1	9	4	7
COc1cc(NC(=O)C/C(C)=N/NC(=O)C(OC)c2ccccc2)c(OC)cc1Cl (stereo unspecified)	9	4	1	7	-1	-5	-2.5	3	-6	4
CCNC(=O)C(=O)Nc1ccc([N+](=O)[O-])cc1	-4	0	3	-3	6	-1	-0.1	2	9	1
